Rab7 wt GTP bind: modulators of GTP binding to dog Rab7 wildtype GTPase; GST-Rab7 beads, fluorescent GTP binding, flow cytometry; actives lie on both sides; untreated = 100%, excess cold GTP = 0%; GTP binding activity (percent of control), % at 10 µM; hit rate 0.055% among 190,000; AID 758;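 active = fluorescent GTP binding to Rab7 beads changed by at least 20 points from the 100% baseline, either direction, mostly lower; inconclusive = compound itself probably fluorescent, or too few beads counted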;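 also: median green fluorescence of bound Bodipy-FL-GTP per Rab7 bead population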
ABCG2 block: inhibitors of human ABCG2 transporter, ABCB1 counter-screen. hit rate 0.1% among 190,000. AID 1325. Q9UNQ0. inhibition, % at 6.6 µM. IgMXP3 cells, JC-1 efflux, flow cytometry;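 active = inhibition above 80%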;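 also: 0% = DMSO and 100% = nicardipine control wells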
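Test system: IgMXP3 cells (ABCG2) mixed with DDAO far-red-labelled CCRF-Adr cells (ABCB1). Reagent: JC-1 transporter substrate. Compound dosing: single test compound dose, 6.6 µM final. Times: 10 min compound exposure, 25 °C. Detection: flow cytometry of retained JC-1 fluorescence. Read-out basis: efflux inhibition in percent versus controls. Controls: nicardipine and DMSO wells.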
ABCB1 block: blocks JC-1 efflux by human ABCB1 transporter. P08183. CCRF-Adr cells, flow cytometry. inhibition, % at 6.6 µM. hit rate 0.067% among 190,000; in the data active = inhibition above about 40%;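 also: 0% = vehicle and 100% = reference inhibitor; higher value means more JC-1 retained so stronger ABCB1 efflux block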
Rac1 mut GTP: modulators of GTP binding to human Rac1 activated mutant. GST-Rac1 activated beads, fluorescent GTP binding, flow cytometry; actives lie on both sides; 100% means binding = to untreated wells. percent activity (GTP binding), % at 10 µM. hit rate 0.11% among 190,000. P63000;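 active = GTP binding at least 20 percentage points away from the 100% baseline, in either direction, so actives lie on both sides; inconclusive = Compound likely fluorescent itself, or too few beads counted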
Avidin fluor: compound fluoresces at 488/530 nm on avidin beads | hit rate 0.38% among 220,000 | fluorescence (KMESF) at 10 µM | compound fluorescence 488/530 nm, flow cytometry; active compounds read high; in the data active = fluorescence above about 47; also: inactives centre near 10
HRas wt GTP: changes GTP binding to wildtype human HRas; GST-Ras wt beads, Bodipy-FL-GTP binding, flow cytometry; actives lie on both sides; GTP binding activity, % at 10 µM; hit rate 0.14% among 190,000; AID 759;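 active = GTP binding activity at least 20% away from the 100% baseline, either lowered as inhibitor or raised as activator; inconclusive = flagged as likely green fluorescent, judged across all proteins in the well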;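 also: 0% = unlabeled GTP competition control and 100% = no-compound control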
Target sequence (P01112 whole entry, looked up): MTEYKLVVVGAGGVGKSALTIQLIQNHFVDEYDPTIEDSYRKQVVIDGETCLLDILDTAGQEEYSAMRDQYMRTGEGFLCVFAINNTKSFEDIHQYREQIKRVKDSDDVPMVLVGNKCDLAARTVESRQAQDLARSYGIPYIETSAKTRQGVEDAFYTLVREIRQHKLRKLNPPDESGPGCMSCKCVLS
Cdc42 wt GTP: modulators (inhibitors or activators) of GTP binding to human Cdc42 wildtype. percent activity (GTP binding), % at 10 µM. GST-Cdc42 beads, Bodipy-GTP binding, flow cytometry; actives lie on both sides. hit rate 0.2% among 190,000. P60953;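 active = percent activity GTP binding at least 20 points away from the 100% baseline, either down as inhibitor or up as activator; inconclusive = compound flagged as likely green fluorescent from well-wide comparison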;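 also: median bead fluorescence of bound Bodipy-FL-GTP at 100 nM; 0% = excess unlabeled GTP control and 100% = no compound control; below 100% means less GTP binding so inhibitor and above means activator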
Target sequence (P60953 whole entry, looked up): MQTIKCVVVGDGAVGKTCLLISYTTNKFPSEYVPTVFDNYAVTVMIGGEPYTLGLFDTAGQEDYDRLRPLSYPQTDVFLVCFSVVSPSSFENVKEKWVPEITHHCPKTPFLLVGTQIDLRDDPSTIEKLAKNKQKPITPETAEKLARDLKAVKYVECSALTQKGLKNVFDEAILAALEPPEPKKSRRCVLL
Mcl1-Noxa inh: disrupts binding of human Mcl-1 to Noxa peptide. Q07820. TR-FRET Mcl-1/Noxa peptide binding, 2 h. inhibition, % at 21.7 µM. hit rate 1.5% among 220,000;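 active = compounds that cut the protein-peptide binding signal by more than 50% relative to plate controls in a single-dose test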;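 also: His-tagged Mcl-1 with rhodamine Noxa BH3 peptide and terbium anti-His antibody; 0% = Mcl-1 plus Noxa peptide wells and 100% = peptide-only wells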
Target sequence (Q07820 whole entry, looked up): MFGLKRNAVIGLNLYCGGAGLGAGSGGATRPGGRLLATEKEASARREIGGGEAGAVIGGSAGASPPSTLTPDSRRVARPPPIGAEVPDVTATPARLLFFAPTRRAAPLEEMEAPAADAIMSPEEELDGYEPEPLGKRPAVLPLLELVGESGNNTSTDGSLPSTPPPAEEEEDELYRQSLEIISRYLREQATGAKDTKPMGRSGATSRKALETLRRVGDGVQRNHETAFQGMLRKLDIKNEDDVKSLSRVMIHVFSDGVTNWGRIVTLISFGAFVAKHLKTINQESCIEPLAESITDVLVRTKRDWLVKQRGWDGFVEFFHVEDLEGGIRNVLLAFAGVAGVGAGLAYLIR
Pf gamet viab: kills late stage P. falciparum gametocytes; inhibition, % at 10.9 µM; hit rate 0.065% among 150,000; P. falciparum stage V gametocytes, ATP luminescence, 24 h; AID 743093;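 active = inhibition above the mean plus 3 SD of compounds within the control limits, set per campaign, cut at about 38% in these data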;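 also: 0% = DMSO wells and 100% = medium only without gametocytes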
Rab2A wt mod: changes GTP binding to wildtype dog Rab2A, up or down; P61105; GST-Rab2 wt beads, Bodipy-GTP binding, flow cytometry; GTP binding activity, % at 10 µM; hit rate 0.19% among 190,000;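 active = GTP binding activity at least 20 points away from 100%, either lowered or raised; inconclusive = signal likely due to the compound's own green fluorescence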;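 also: 0% = beads with excess unlabeled GTP and 100% = no-compound control corrected for plate trend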
Rac1 wt GTP bind: alters GTP binding to wildtype human Rac1. P63000. GST-Rac1 beads, fluorescent GTP binding, flow cytometry; actives lie on both sides; 0 = cold GTP competed, 100 = untreated. GTP binding activity (% of control), % at 10 µM. hit rate 0.27% among 190,000;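 active = GTP binding activity at least 20 points away from the 100% control level, either lower or higher; inconclusive = compound flagged as likely green fluorescent, judged across all proteins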
* hit, by the source's call; u = inconclusive; x = no result given. This is a random part of the collection; 2.3% or so of the library scored in one or more.

SMILES	Rab7 wt GTP bind	ABCG2 block	ABCB1 block	Rac1 mut GTP	Avidin fluor	HRas wt GTP	Cdc42 wt GTP	Mcl1-Noxa inh	Pf gamet viab	Rab2A wt mod	Rac1 wt GTP bind
CCOC(=O)NC(=O)CSc1nc(C)cc(C(F)(F)F)c1C#N	100	9	4.2	100	7	102	102	7	20	101	106
CCn1c(SCC(=O)Nc2nc(C)cs2)nnc1C(C)NC(=O)c1ccccc1 (stereo not given)	102	3	-0.2	101	12	102	105	-8	23	105	109
CCOc1cccc(-c2nnc3sc(-c4cc(OC)c(OC)c(OC)c4)nn23)c1	102	10	0.7	98	21	100	98	2	x	100	101
COc1ccc(C(=O)Sc2ccc(Cl)cc2)cc1OC	99	1	-0.1	95	17	99	97	-18	-6	95	96
CCOC(=O)c1oc2ccccc2c1N	98	25	0.0	97	11	97	96	-9	x	98	100
CN(CC(=O)Nc1ccc(N2CCOCC2)cc1)CC(=O)Nc1cccc(C#N)c1	98	-1	-2.4	96	12	98	99	15	-2	98	102
Cc1cc(/C=C2\SC(=Nc3ccc(F)cc3)NC2=O)c(C)n1-c1ccc(S(N)(=O)=O)cc1	98	-1	-0.4	99	35	100	100	14	-6	99	106
COc1ccc(C2C(C(C)=O)=C(O)C(=O)N2CCc2c[nH]c3ccccc23)cc1OC (stereo not given)	96	1	0.3	94	4	97	97	-5	x	98	97
COC(=O)c1cc(OC)c(OC)cc1N	100	0	0.0	99	24	101	103	15	2	100	106
COc1ccc(CNC(=O)c2cccc(-c3ccc(C)c4ccccc34)n2)cc1	99	17	0.7	98	7	102	100	5	x	101	104
CC1(C)Cc2cccc(OCC(=O)O)c2O1	98	2	-0.1	100	20	101	99	-32	-18	99	103
Cc1[nH]n(-c2ccccc2)c(=O)c1C(C[N+](=O)[O-])c1ccc(F)cc1 (stereo not given)	104	1	0.3	99	4	103	104	10	13	100	105
CCCCCCCC(=O)NC(Nc1ccc(S(N)(=O)=O)cc1)C(Cl)(Cl)Cl (stereo not given)	104	0	0.2	103	38	106	110	-4	x	104	110
COc1ccc(C2CC(C)=NN2C=O)cc1OC (stereo not given)	96	6	1.3	101	11	103	102	8	8	103	101
Nc1ccc(C2=Nc3cccc4cccc(c34)N2)cc1	88	3	-0.7	92	9	90	96	77*	x	90	95

Just Pf gamet viab, ABCB1 block and Rab7 wt GTP bind (2 entries from above):
molecule	Pf gamet viab	ABCB1 block	Rab7 wt GTP bind
COc1ccc(C2CC(C)=NN2C=O)cc1OC (stereo not given)	8	1.3	96
CCOC(=O)c1oc2ccccc2c1N	x	0.0	98

Remaining list, next part.
SMILES	Rab7 wt GTP bind	ABCG2 block	ABCB1 block	Rac1 mut GTP	Avidin fluor	HRas wt GTP	Cdc42 wt GTP	Mcl1-Noxa inh	Pf gamet viab	Rab2A wt mod	Rac1 wt GTP bind
CC(=O)NC(N1CCCCC1)C(F)(F)C(F)(F)C(F)(F)C(F)F (stereo not given)	98	-3	-0.6	99	7	99	99	12	-3	101	102
O=C(COc1ccc(Br)cc1Br)NC(=S)Nc1cccc(CO)c1	85	1	0.2	97	4	95	93	-33	-13	94	96
CCCCOc1ccc(C2OC34CCCCC3C(C#N)(C#N)C2(C#N)C(=N)O4)cc1 (stereo not given)	104	-1	-0.3	100	8	99	103	12	x	102	106
CCn1c(SCC(=O)Nc2ccc(Cl)cc2)nc2nc3c(cc2c1=O)CCCC3	99	14	14	98	18	97	96	-30	7	95	96
Cc1onc(-c2ccccc2)c1-c1n[nH]c(=S)n1-c1ccccc1Cl	96	0	0.1	97	15	97	100	9	-8	97	98
Cc1cccc2cc(/C=N/NC(=O)CN3CCOCC3)c(Cl)nc12	99	10	1.2	93	22	96	91	-1	x	97	91
O=C1OCC2=C1C(c1ccccc1)CC(=O)N2c1ccccc1 (stereo not given)	98	5	1.1	101	10	96	99	14	x	98	104
Cc1nn(-c2ccccc2)c(NC(=O)c2cccs2)c(-c2ccccc2)c1=O	101	2	0.0	101	12	102	103	8	x	103	103
COC(=O)Nc1nc(-c2ccccc2)c(C(=O)c2ccccc2)s1	100	4	0.9	98	14	102	103	8	x	102	101
NC(=O)C1CCN(C2CC(=O)NC2=O)CC1 (stereo not given)	101	1	0.2	97	25	98	100	-4	1	98	100
CCOc1cccc(C(=O)Nc2nnc(-c3ccco3)s2)c1	99	37	1.9	101	17	101	101	-2	-47	101	107
CCCCc1cc(=O)oc2cc(OS(C)(=O)=O)ccc12	95	13	0.8	97	5	99	102	16	x	99	103
CCN(CC)C(=O)CSc1nnc(COc2cccc(C)c2)n1C	104	1	0.2	96	13	100	96	29	x	98	98
Cn1c(=O)c2c(ncn2CC(=O)Nc2ccccc2N2CCOCC2)n(C)c1=O	103	31	1.4	100	67*	103	103	-1	x	103	108
O=C(N/N=C/c1ccco1)c1cccc(N2Cc3ccccc3C2)c1	u	0	-0.4	u	5	u	u	75*	x	u	u
CC(=O)N(Cc1nc2sc(C)c(C)c2c(=O)[nH]1)C1CCCC1	103	2	0.4	94	10	95	95	1	x	99	96
CC(=O)c1c(O)c2ccccc2n(C(C)C)c1=O	98	3	0.7	94	7	96	97	23	-12	95	98
Cc1cc(C)cc(NC(=O)CSc2nc3c(oc4ccccc43)c(=O)n2-c2ccccc2)c1	98	0	0.2	99	10	100	96	-26	x	100	100
COc1cc(OC)cc(C(=O)NNC(=S)Nc2ccc(S(N)(=O)=O)cc2)c1	u	1	-0.1	u	12	u	u	-4	-12	u	u
Cn1cc(Br)c(C(=O)n2cc(Br)cn2)n1	96	-1	-0.1	93	10	93	95	-1	11	96	96
COc1ccc(OC)c(NC(=O)CNC(=O)c2ccc([N+](=O)[O-])cc2)c1	94	12	1.0	97	13	98	96	2	-14	98	98
Cc1nonc1NC(=O)CSc1nc2ccccc2cc1C#N	106	0	0.3	96	10	101	96	1	-10	99	100
COc1ccc(CN(C)CC(=O)Nc2ccc(SC(F)F)cc2)cc1OC	100	6	2.4	98	6	99	96	0	x	98	99
CCOc1ccccc1-n1c(C)nc2cc(C(=O)O)ccc21	u	3	1.5	u	10	u	u	-3	-4	u	u
CC1CCN(c2c(NCC3CCC(C(=O)NCc4ccccc4Cl)CC3)c(=O)c2=O)CC1 (stereo not given)	97	2	-0.1	94	7	94	98	26	x	95	93
O=C(Cc1ccccc1F)Nc1ccccc1-c1ccccc1	97	1	0.4	95	11	98	96	-4	-20	94	102
CCOc1ccccc1N(CC(=O)Nc1cccnc1)S(C)(=O)=O	96	0	-0.1	95	3	88	90	-16	0	92	95
COc1ccc(CNC(=O)c2ccc(NC(=O)CC3SC(N4CCCCC4)=NC3=O)cc2)cc1 (stereo not given)	108	0	-0.7	99	12	100	103	6	-1	103	99
O=C(COCC(=O)NCc1ccccc1)NCc1ccccc1	u	0	-0.1	u	12	u	u	4	11	u	u
COc1cc(S(=O)(=O)NC(C)C)ccc1Cl	100	6	0.8	101	10	101	100	9	x	101	104
Cc1ccnc(NC(=O)C2CCC(CNc3c(N4CCCC4)c(=O)c3=O)CC2)c1 (stereo not given)	96	5	1.0	96	23	97	95	12	x	96	101
Cc1ccc(S(=O)(=O)NCCCNC(=O)N2CCOCC2)cc1	102	2	-1.1	100	6	103	102	-7	-5	102	102
CCn1c(SCc2cccc(C)c2)nnc1-c1ccccc1	102	4	1.6	99	38	103	104	19	x	102	103
CCOc1ncccc1C(=O)OCC(=O)c1cc(C)n(Cc2ccco2)c1C	99	1	0.4	98	26	98	98	9	17	99	99
COc1ccccc1/C=C/C=N/NC(=O)c1ccccn1	103	4	0.9	96	11	100	95	11	3	96	101
CCOC(=O)CNC(=O)c1cc(-c2ccccn2)nc2c(C)c(Cl)ccc12	108	2	-0.1	93	7	95	99	10	x	97	99
CCc1nnc(NC(=O)CSc2ncnc3c2oc2ccccc23)s1	102	4	0.4	99	7	99	101	-117	x	101	102
N#Cc1c(-c2ccc3c(c2)OCO3)ccn2nc(-c3cccc(C(F)(F)F)c3)nc12	100	0	0.0	102	36	105	107	11	6	103	106
CN(C)/C=C(\C=O)c1ccc(Cl)cc1Cl	100	1	0.5	98	11	99	99	8	x	98	99
O=C(COC(=O)Cn1cnc2ccccc21)Nc1cccc2c1C(=O)c1ccccc1C2=O	99	-2	-0.2	99	13	99	100	-16	-17	96	102
O=c1ccc2ccc(Oc3ccc([N+](=O)[O-])cc3Cl)cc2o1	98	10	2.1	91	7	95	94	8	17	92	94
CCOc1ccc2nc(NC(=O)CSc3nc4cccnc4n3C)sc2c1	98	2	0.1	93	18	95	94	-41	-28	91	91
CCCCOC(=O)C[N+](C)(C)CCOC1CC2CCC1(C)C2(C)C (stereo not given)	101	1	0.1	101	15	99	103	8	-12	101	101
CCN(CC)S(=O)(=O)c1cccc(C(=O)N/N=C/c2cccc(O)c2O)c1	99	-13	-1.4	100	8	101	103	25	-26	100	102
CCN(CC)C(=O)C1CCCN(C(=O)Nc2ccc(NC(=O)N3CCCC(C(=O)N(CC)CC)C3)cc2)C1 (stereo not given)	105	0	0.1	101	10	102	102	-1	x	100	101
CSc1ccc(Cl)c(C(=O)Nc2ccc(Cl)cn2)c1	97	4	0.5	94	13	96	94	19	x	92	100
O=C(Cc1csc(-c2ccccc2)n1)NCc1cccs1	107	1	0.4	96	25	100	98	6	0	101	99
O=C(Nc1ccc(NC(=S)NC(=O)c2cccs2)cc1)c1ccccc1	101	-3	-0.1	101	0	100	100	15	-14	100	107
CC1C(c2ccccc2)N(C)C(c2ccccc2)CC1(O)c1ccccc1 (stereo not given)	93	0	0.0	98	4	97	97	8	3	97	98
O=C(Nc1ccc2c(c1)OCCO2)c1ccc(Br)o1	97	3	0.2	100	22	101	101	4	x	99	103
CC(C(=O)Nc1ccccc1)N(c1cccc(Cl)c1)S(C)(=O)=O (stereo not given)	94	11	1.2	95	11	96	94	5	-14	97	100
CC1(C)CC(=O)c2cnc(NC(=O)C3CCCC3)nc2C1	99	3	0.3	96	12	102	100	-20	11	99	100
Cc1csc(CCc2nc(C)cs2)n1	93	7	0.3	92	11	94	92	-10	x	92	89
CCCCN(c1ccccc1)c1ncnc2nc[nH]c12	101	1	0.2	99	6	101	101	-7	x	101	103
NCc1ccccc1COc1ccccc1	104	2	1.1	102	5	104	99	31	-14	97	105
